PriA SSB inh: blocks PriA binding to SSB C-terminal tail. inhibition, % at 33 µM. hit rate 0.6% among 430,000. AlphaScreen SSBct-PriA binding, biotinylated peptide; in the data active = inhibition mostly above about 37%, no sharp cut-off; inactive = mostly below about 20%;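 also: plate controls were negative control peptide for no effect and reference peptide for full effect; strong numbers were not always called active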
Starred values were filed as active, the others as inactive; & = joins results of further samples; ! = not active in a repeat.

SMILES | PriA SSB inh
COC(=O)N1CCc2ccc(F)cc2C1C(=O)Nc1nccc(C)n1 (stereo unspecified) | -7
O=C(Cc1cccs1)NNC(=O)c1cccn(Cc2ccc(Cl)c(Cl)c2)c1=O | 8
O=C(Nc1nc2c(s1)CN(C(=O)c1ccc(Cl)s1)CC2)c1ccoc1 | -5
CCOc1ccccc1-c1noc(Cn2c(=O)n(CC(C)C)c(=O)c3ccccc32)n1 | -4
Cc1oncc1C(=O)N(Cc1cccn1C)C1CC1 | 11
CNC(=O)c1ccsc1NC(=O)CCSc1ccc(Cl)cc1 | -52
CC(Sc1nc2ccccc2[nH]1)C(=O)NNC(=O)c1ccncc1 (stereo unspecified) | 8
CCOC(=O)C1=C(C)Nc2ccccc2NC1=NS(=O)(=O)c1ccc(Cl)cc1 | 2
CCCCCCCCCCCC(=O)NN=Cc1ccco1 | -3
O=C(CN1C(=O)CSCC1=O)Nc1ccc(Cl)c(Cl)c1 | -13
Cc1c(C)c2cc(Cl)c(OCC(=O)N3C[C@H]4C[C@H](C3)c3cccc(=O)n3C4)cc2oc1=O | -14
O=C1CC(C(=O)O)SC(=NN=C2CCCCC2)N1 (stereo unspecified) | 10
CC(OC(=O)c1ccc2ccccc2n1)C(=O)c1ccc(F)cc1 (stereo unspecified) | -11
CC12CCC(C(=O)Nc3ccccc3C(F)(F)F)(C(=O)C1=O)C2(C)C (stereo unspecified) | -13
CC(=O)c1ccc(NC(=O)/C(C)=C\C(=O)O)cc1 | 0
CC(=O)NC1C(Oc2cc(C(F)(F)F)cc(C(F)(F)F)c2)OC(CO)C(O)C1O (stereo unspecified) | -9
O=C(Nc1ccc(F)cc1)Nc1nnc(SCC(=O)N2CCOCC2)s1 | -4
Cc1ccccc1OCC(=O)NN=Cc1ccc(Sc2nc3ccccc3s2)o1 | -17
O=C(NCC(c1ccc(F)cc1)N1CCOCC1)C(=O)Nc1ccon1 (stereo unspecified) | -12
COc1ccc(-c2nc(S[C@@H](CC(=O)NCCc3ccccc3)c3cccs3)n[nH]2)cc1 | -10
COCC(=O)Nc1ccc(N2CCCC2=O)cc1 | -4
COc1ccc(C=NNC(=O)c2ccc(N(C)S(=O)(=O)c3ccccc3)cc2)cc1 | -2
CC(C)c1cc(C(=O)NN=Cc2cccnc2)n[nH]1 | -3
Cc1ccc(OCc2ccc(-c3nc(C#N)c(NCCCn4ccnc4)o3)o2)cc1 | 60*!
COc1ccc(-c2nsc(SCC(=O)Nc3ccccc3C(F)(F)F)n2)cc1 | -13
Going on with the list:
SMILES | PriA SSB inh
CC(=O)c1cccc(Nc2ncnc(N)c2[N+](=O)[O-])c1 | -5
CCOc1ccc(NC(=O)c2sccc2S(=O)(=O)N2CCN(c3ccc(F)cc3)CC2)cc1 | 2
N#CCCSc1ccccc1NC(=O)c1ccc(Cl)s1 | -4
CCOC(=O)c1ccc(NC(=O)Cn2nc3c(cc2=O)CCCC3)cc1 | -10
CC(CC(O)(C=NO)c1ccccc1)=NO (stereo unspecified) | -8
CCOc1ccc(S(=O)(=O)Nc2ccc3c(c2)CCCN3S(=O)(=O)CC)cc1F | 8
CCOc1ccc(S(=O)(=O)Nc2ccc3c(c2)N(C(=O)C2CC2)CC3)cc1 | -1
CC(C)n1c(COc2ccc(Cl)cc2)nc2ccccc21 | -11
CCNC(=O)C1Cc2ccccc2N1C(=O)/C=C\c1ccc([N+](=O)[O-])cc1 (stereo unspecified) | 0
NC(=NOC(=O)c1ccc2ccccc2c1)c1ccncc1 | -8
CCOC(=O)c1c(C(C)(C)C)oc2ccc(OCC(=O)c3ccc(OC)cc3)cc12 | -9
CCOc1ccccc1NC(=O)Cn1cc(OC)c(=O)cc1CSc1ccc(C)cc1 | -7
CCOc1ccccc1NC(=O)NCCc1ccoc1 | -4
O=C(NCCCN1CCO[C@H](c2ccccc2)C1)c1cccc(F)c1 | 0
Cc1ccc2c(c1)c1ncn(Cc3ccccc3)c(=O)c1n2CC(=O)NCc1ccco1 | -19
CC(=NNC(=O)CNc1ccc(C)cc1)c1ccc(Cl)cc1 | 14
O=C(CSc1cccc2cccnc12)Nc1ccc2c(c1)C(=O)c1ccccc1C2=O | 28
Cc1ccc(NC(=O)c2ccccc2NC(=O)c2ccc(N3C(=O)CCC3=O)cc2)c(C(=O)c2ccccc2)c1 | -4
COC(=O)c1ccc(NC(=O)c2ccc(=O)[nH]n2)cc1 | 8
COCCN1CCCc2ccc(NS(=O)(=O)c3ccc(NC(C)=O)cc3C)cc21 | -4
O=C(Cn1c(=O)n(CCc2ccccc2)c(=O)c2sc3ccccc3c21)NC1CCCCC1 | -5
CCN1c2ccccc2C2=C(C(c3cccnc3)C(C#N)C(=N)O2)S1(=O)=O (stereo unspecified) | -3
CC(Cc1ccoc1)NC(=O)c1ccccc1C(F)(F)F (stereo unspecified) | -12
CC1(C)Cc2cccc(OCc3ccc(C(=O)NCCc4ccc(S(N)(=O)=O)cc4)cc3)c2O1 | -18
CS(=O)(=O)C1CCN(C(=O)c2ccccc2C(F)(F)F)CC1 | -17
Carrying on:
SMILES | PriA SSB inh
O=C(Nc1ccc2c(c1)OCCO2)C1CCN(S(=O)(=O)c2ccc(F)cc2)CC1 | 2
CC(=NNC(=O)Cc1ccc(Cl)c(Cl)c1)c1cccnc1 | -6
O=C(c1ccccc1)c1ccc(OCC(O)CNc2ccc(F)cc2)cc1 (stereo unspecified) | 57*
C[C@](O)(CNC(=O)c1ccsc1)c1cc2ccccc2o1 | 0
O=C(NN=Cc1ccc(O)cc1)Nc1cccc2nsnc12 | -13
O=C(Oc1ccc(Cl)cc1Cl)c1ccc2nccnc2c1 | -6
CCCCc1cc2c(s1)CCCCC2=NO | -19
CC(=O)N1CCN(c2nc(C)cc(N)n2)CC1 | 3
COc1cc(NC(=O)Nc2ccc3c(c2)CCCN3C(=O)C2CC2)cc(OC)c1 | 7
CCCN1C(=O)C(C)(C)COc2ccc(NC(=O)Cc3ccc(Cl)cc3)cc21 | 19
CC(C)(Oc1ccc(Cl)cc1)C(=O)Oc1coc(CSc2nnc(NC(=O)C3CC3)s2)cc1=O | -9
Cn1c(=O)oc2ccc(S(=O)(=O)N3CCC[C@H](Cc4nc(C5CC5)no4)C3)cc21 | -5
FC(F)(F)c1cccc(Nc2nnnc3c2cnn3-c2ccccc2)c1 | 4
COCCNc1nc(SC)nc2c1cnn2CCNC(=O)c1ccc2ccccc2c1 | 3
COc1cc(C=NNC(=O)CCC(=O)Nc2ccc(Br)cc2)ccc1O | 2
COCCn1c(C)cc(C(=O)CSc2nnnn2-c2ccccc2)c1C | -2
O=S(=O)(N=C(Nc1cccnc1)c1ccccc1)c1ccc(F)cc1F | -1
Cn1cc(CC(=O)NCC2CCCN2c2nc3ccccc3o2)c2ccccc21 (stereo unspecified) | 12
CCCCOc1ccccc1-c1cc(C(=O)N/N=C/c2cccnc2)[nH]n1 | -4
Cc1cccc(N2C(=O)CSC2=NNC(=O)c2cccnc2)c1C | -12
O=C(O)c1cc2c(o1)CCCC2=NO | -5
Cc1noc(C)c1CNC(=O)c1nnn(Cc2ccccc2)c1-c1ccncc1 | -10
O=C(CSC1=NS(=O)(=O)c2cc(F)ccc2N1)NCc1ccc2c(c1)OCO2 | 2
C=CCOCC(O)CN1CCN(c2cccc(Cl)c2)CC1 (stereo unspecified) | 6
Cc1cc(C(=O)N=c2sc3ccccc3n2C)no1 | -10
Following part
SMILES | PriA SSB inh
Cc1ccccc1-n1c(N)c(C(=O)N2CCCCCC2)sc1=S | 17
O=C(CSc1nnc(-c2ccccc2Cl)n1-n1cccc1)Nc1nccs1 | 12
COc1cc(C=NNC(=O)c2ccncc2)cc(OC)c1OC | -20
CC1CCN(S(=O)(=O)c2ccc(C(=O)Nc3nc4cc5c(cc4s3)OCCO5)cc2)CC1 | -14
O=C(CSc1nncc(=O)[nH]1)Nc1cccc(Cl)c1 | -2
COc1cc(C(=O)Nc2c(C)cc(O)cc2C)cc(OC)c1OC | -8
ON=Cc1cc(Br)ccc1OCc1ccccc1F | -23
COc1ccc(C=NNc2nc(C)nc(N)n2)cc1 | -10
Cc1nc(-n2nc(-c3cccs3)cc2NC(=O)c2ccc(F)cc2)[nH]c(=O)c1C | -4
O=C(CNC(=O)c1ccccc1Br)NN=Cc1cccnc1 | 5
O=C(Cc1[nH]nc2ccc(F)cc12)NCCOc1ccc(F)cc1 | -9
Cc1nc2ccccn2c1C(=O)NCC(O)c1ccc2c(c1)CCO2 (stereo unspecified) | -24
CCOc1ccc(-n2c(Cc3cc(=O)[nH]c(=O)[nH]3)nnc2SC)cc1 | -23
CCOC(=O)C1C(=O)C=C(c2cccs2)CC1c1ccc(OCC)cc1 (stereo unspecified) | -23
CCCCCCc1ccc(O)c2ncccc12 | 60
O=C1CSC(=S)N1N=Cc1c(F)cccc1F | 2
O=S(=O)(NCc1ccc(F)cc1)c1cccc2cnccc12 | 1
O=C(CNC(=O)c1ccccc1)NCCCS(=O)(=O)N1CCN(c2ccccc2)CC1 | -13
COc1ccc(C(=O)NC(=S)Nc2ccccc2C(N)=O)cc1 | 6
O=S(=O)(NN=Cc1ccc(N2CCOCC2)cc1)c1ccccc1 | -9
O=C(NC[C@@H](c1cccc2ccccc12)N1CCOCC1)C(=O)Nc1ccc(OC(F)(F)F)cc1 | 7
O=C(NCC(c1ccsc1)N1CCc2ccccc2C1)c1ccc(F)cc1 (stereo unspecified) | 1
O=C(c1ccno1)N(CCN1CCOCC1)c1nc2ccc(F)cc2s1 | -15
Cn1c(SCCCC(=O)Nc2ccc(S(N)(=O)=O)cc2)nc2sc3c(c2c1=O)CCCC3 | -9&-8
CC(=NNc1cc(N2CCOCC2)ncn1)c1ccc(O)cc1 | -3
Continued:
SMILES | PriA SSB inh
Cc1c(C(=O)NCCCn2ccc3cccnc32)cnn1-c1ccccc1 | -5
Cc1cc(CCNC(=O)Nc2ccc3c(c2)OCO3)on1 | -7
Cc1sc(=Nc2ccccc2)n(-c2ccccc2)c1-c1ccccc1 | 4
O=C1CCSCC(C(=O)NC2CCSC2=O)N1 (stereo unspecified) | 6
COCCN1CCCc2ccc(NC(=O)c3ccccc3Cl)cc21 | 35
Cc1cc(C)c(C)c(S(=O)(=O)N2C(=S)NC(=O)C2Cc2ccccc2)c1C (stereo unspecified) | 28
Cc1cc(C)c(C)c(S(=O)(=O)NCCC(=O)N2CCC(n3ccnn3)C2)c1C (stereo unspecified) | -1
CCN1CCN(C2(C#N)CCCCC2)CC1 | -2
Cc1n[nH]c(C)c1CCC(=O)N/N=C\c1ccc(O)cc1 | -2
O=C(Cc1ccc([N+](=O)[O-])cc1)NCCOc1ccc2c(c1)OCO2 | 6
Cc1cc2cc(O)ccc2[nH]1 | -11
CC(C)CNC(=O)CC(=O)NN=Cc1ccc(Br)cc1 | -8
C/C(C=NNC(=O)c1sc(N)nc1C)=C\c1ccccc1 | -8
Cc1ccc(SCC(=O)Nc2ccccc2Oc2ccccc2)cc1 | -75&11
CC(=O)c1ccc(N2CCN(C(=O)CCn3c(=O)[nH]c4ccccc4c3=O)CC2)cc1 | -14
O=C(CC1CCCCN1S(=O)(=O)c1ccccc1)Nc1cc(F)ccc1F (stereo unspecified) | 10
COc1ccc(-c2csc(CN3CCN(C(=O)c4ccc(=O)[nH]c4)CC3)n2)cc1 | -9
Cc1cc(N(C)C)nc(NCCNC(=O)Nc2ccccc2F)n1 | -7
CCS(=O)(=O)c1cccc(C(=O)Nc2nnc(-c3ccc4c(c3)CCCC4)o2)c1 | -20
Cc1cc(NC(=O)Cn2nnc3ccccc32)no1 | -6
CN(C)c1cccc(C(=O)NCC[C@H](O)C2CC2)c1 | -6
CCCOc1ccc(-c2csc(NC(=O)/C=C/c3ccccc3Cl)n2)cc1 | 4
CC(C)(C)c1coc(N)c1C#N | -15
CC(CCC12CC3CC(CC(C3)C1)C2)=NNC(N)=S | 10
O=C(Nc1nc(-c2ccccc2)cs1)c1cccc2c1-c1ccccc1C2=O | -9&1
O=S(=O)(Cc1ccco1)[C@H]1CCN(S(=O)(=O)c2ccccc2Br)C1 | 1
CCCCNC(=O)N(O)C1N(N=Cc2ccc(N(C)C)cc2)C(=S)SC1(C)C (stereo unspecified) | 21
O=C(NCCc1csc(-n2cccn2)n1)C1CCCC1 | -16
CN(C)c1ncc(NC(=O)Nc2cccc(C(F)(F)F)c2)c(N(C)C)n1 | -8
Cc1cc(NC(=O)c2ccc(Br)o2)n(-c2ncnc3c2cnn3-c2ccc(C)c(C)c2)n1 | -11

Arranged by length of the SMILES (high to low): 21 of the compounds above
SMILES | PriA SSB inh
Cc1cc(NC(=O)c2ccc(Br)o2)n(-c2ncnc3c2cnn3-c2ccc(C)c(C)c2)n1 | -11
CC(=O)c1ccc(N2CCN(C(=O)CCn3c(=O)[nH]c4ccccc4c3=O)CC2)cc1 | -14
COc1ccc(-c2csc(CN3CCN(C(=O)c4ccc(=O)[nH]c4)CC3)n2)cc1 | -9
Cc1cc(C)c(C)c(S(=O)(=O)N2C(=S)NC(=O)C2Cc2ccccc2)c1C (stereo unspecified) | 28
O=S(=O)(Cc1ccco1)[C@H]1CCN(S(=O)(=O)c2ccccc2Br)C1 | 1
O=C(Cc1ccc([N+](=O)[O-])cc1)NCCOc1ccc2c(c1)OCO2 | 6
O=C(Nc1nc(-c2ccccc2)cs1)c1cccc2c1-c1ccccc1C2=O | -9&1
CCCOc1ccc(-c2csc(NC(=O)/C=C/c3ccccc3Cl)n2)cc1 | 4
O=C(CC1CCCCN1S(=O)(=O)c1ccccc1)Nc1cc(F)ccc1F (stereo unspecified) | 10
Cc1c(C(=O)NCCCn2ccc3cccnc32)cnn1-c1ccccc1 | -5
Cc1n[nH]c(C)c1CCC(=O)N/N=C\c1ccc(O)cc1 | -2
Cc1cc(N(C)C)nc(NCCNC(=O)Nc2ccccc2F)n1 | -7
Cc1ccc(SCC(=O)Nc2ccccc2Oc2ccccc2)cc1 | -75&11
CC(CCC12CC3CC(CC(C3)C1)C2)=NNC(N)=S | 10
CC(C)CNC(=O)CC(=O)NN=Cc1ccc(Br)cc1 | -8
O=C(NCCc1csc(-n2cccn2)n1)C1CCCC1 | -16
Cc1cc(NC(=O)Cn2nnc3ccccc32)no1 | -6
O=C1CCSCC(C(=O)NC2CCSC2=O)N1 (stereo unspecified) | 6
CCN1CCN(C2(C#N)CCCCC2)CC1 | -2
CC(C)(C)c1coc(N)c1C#N | -15
Cc1cc2cc(O)ccc2[nH]1 | -11

Source: PubChem (Small Molecule Screening Facility, UW Madison)

Not all compounds are listed (hit frequency here may not be typical).
